HTRA1 inh: HTRA1 serine protease inhibitors, primary screen, biochemical, fluorescence polarization, HTS. inhibition, % at 5.96 µM. recombinant HTRA1, FP-rhodamine activity-based probe. 340,000 compounds, 0.5% hits. AID 504803, 2011. Q92743; in the data active means inhibition above about 36%;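 further: 0% = enzyme with DMSO and 100% = wells lacking enzyme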
Target sequence (Q92743 whole entry, looked up): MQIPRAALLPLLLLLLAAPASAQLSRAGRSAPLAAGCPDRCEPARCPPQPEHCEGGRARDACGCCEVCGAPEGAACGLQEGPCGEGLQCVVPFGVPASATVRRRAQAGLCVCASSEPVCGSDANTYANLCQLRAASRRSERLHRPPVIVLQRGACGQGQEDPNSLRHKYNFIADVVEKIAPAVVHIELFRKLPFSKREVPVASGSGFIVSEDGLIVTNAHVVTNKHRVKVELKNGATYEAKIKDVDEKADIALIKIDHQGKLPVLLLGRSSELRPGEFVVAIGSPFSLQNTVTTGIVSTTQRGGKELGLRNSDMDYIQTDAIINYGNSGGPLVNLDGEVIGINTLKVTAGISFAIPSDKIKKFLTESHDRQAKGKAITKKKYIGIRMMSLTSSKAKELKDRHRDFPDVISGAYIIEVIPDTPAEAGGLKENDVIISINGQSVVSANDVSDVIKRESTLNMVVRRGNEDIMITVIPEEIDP
MBD2 inh: inhibitors of MBD2 binding to methylated DNA, primary screen, biochemical, TR-FRET, DNA-binding domain, human. MBD2 binding to methylated oligonucleotide. inhibition, % at 4.4 µM. 370,000 compounds, 0.31% hits. AID 686964, 2013; in the data active means inhibition above about 13%
Target sequence (Q9UBB5 whole entry, looked up, the tested form may be a part): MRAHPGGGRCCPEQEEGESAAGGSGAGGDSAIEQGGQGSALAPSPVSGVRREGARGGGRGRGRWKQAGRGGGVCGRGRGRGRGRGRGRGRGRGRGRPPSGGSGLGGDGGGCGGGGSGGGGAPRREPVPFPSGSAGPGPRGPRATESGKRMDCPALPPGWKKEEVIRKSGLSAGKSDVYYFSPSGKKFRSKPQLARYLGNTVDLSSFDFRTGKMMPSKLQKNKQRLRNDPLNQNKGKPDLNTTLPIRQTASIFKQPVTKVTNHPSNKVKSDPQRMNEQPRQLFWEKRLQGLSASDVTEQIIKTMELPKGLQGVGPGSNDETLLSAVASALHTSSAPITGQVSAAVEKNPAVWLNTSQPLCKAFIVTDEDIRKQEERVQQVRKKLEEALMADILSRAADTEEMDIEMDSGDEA
rCAG binder: binders of r(CAG) RNA repeats, primary screen, biochemical, fluorescence | r(CAG) RNA repeat, TO-PRO-1 dye displacement fluorescence | inhibition, % at 3 µM | 370,000 compounds, 1.3% hits | AID 651821, 2012;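 active means inhibition above the plate cutoff, the mean of all test compounds on that plate plus 3 SD, cut at about 35% in these data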;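 further: 0% = DMSO alone and 100% = 100 µM mitoxantrone as full dye displacement; higher means more dye released from RNA so lower well fluorescence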
mABHD4 FP: ABHD4 inhibitors, primary screen, biochemical, fluorescence polarization, mouse. purified mABHD4, FP-Rh probe fluorescence polarization. inhibition, % at 8.92 µM. 370,000 compounds, 0.54% hits;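 active means inhibition exceeding the mean over every tested compound plus 3 SD, cut at about 30% in these data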;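 further: 0% = plate median of compound wells and 100% = S159A mutant with DMSO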
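Material: mouse ABHD4 enzyme, wild type; Benchmarks: S159A mutant high control, sample median low control; Buffer or medium: HEPES pH 7.0, NaCl, Pluronic buffer; Signal: fluorescence polarization; Read-out: percent inhibition of probe binding, normalized to plate controls; Timing: pre-incubation 45 min, probe exposure 60 min, at 25 °C; Dosing: 8.92 µM, single dose.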
PG9 Ab binder: binders of HIV-1 gp120 antibody PG9, primary screen, biochemical, TR-FRET | TR-FRET gp120-PG9 antibody binding | HIV-1 gp120 / PG9 antibody interaction | 360,000 compounds, 0.43% hits | inhibition, % at 6.7 µM; in the data active means inhibition above about 8.5%
PRMT1 inh: PRMT1 methyltransferase inhibitors, primary screen, biochemical, fluorescence polarization; AID 652257, 2013; inhibition, % at 2.79 µM; recombinant PRMT1, activity-based probe fluorescence polarization; Protein arginine N-methyltransferase 1 (Homo sapiens), Q99873; 370,000 compounds, 1.3% hits;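 active means inhibition above about 21% made by adding two undisclosed values, limit read from the data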
UHRF1 binding: UHRF1 methylated DNA binding inhibitors, primary screen, counter-screen for MBD2 inhibitor project, biochemical, TR-FRET, human UHRF1, single concentration; UHRF1 binding to methylated oligo; 370,000 compounds, 0.75% hits; AID 687016, 2013; inhibition, % at 4.4 µM; in the data active means inhibition above about 21%;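 further: UHRF1 SRA domain binding a hemimethylated CpG hairpin DNA probe; 0% = median of test compound wells and 100% = reference inhibitor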
TCR CD3 inh: inhibitors of human TCR-CD3 interaction, primary screen, biochemical, fluorescence, TAMRA-labeled TCR probe. 360,000 compounds, 0.37% hits. T-cell receptor (TCR). AID 651800, 2012. inhibition, % at 9.4 µM; in the data active means inhibition above about 19%;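 further: recombinant mutant TCR 2C K166C tagged with TAMRA read by polarization; 0% = receptor in buffer alone and 100% = receptor with positive control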
LEDGF integ inh: blockers of LEDGF/p75-dependent integrase strand transfer – biochemical, TR-FRET, high throughput, primary screen. HIV-1 integrase (with human LEDGF/p75). TR-FRET IN-LEDGF/p75 DNA integration, Eu/Cy5. inhibition, % at 3.7 µM. 370,000 compounds, 0.64% hits;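 active means inhibition above the screen-wide mean plus 3 SD, cut at about 13% in these data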;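 further: signal is the Cy5 over europium emission ratio at 671 and 618 nm; 0% = plate median of compound wells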
NR1D1 modulator: modulators of Rev-erb alpha DNA binding, primary screen, biochemical, FITC-DNA, fluorescence polarization, uHTS. Nuclear receptor subfamily 1 group D member 1 (Homo sapiens), P20393. Rev-erbα–FITC-DNA binding, 90 min. activity, % at 10 µM. 370,000 compounds, 0.79% hits;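 active means activity above about 14%, limit read from the data; passing the limit was not always enough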;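 further: 0% = DMSO wells with 35 nM protein and 100% = DMSO wells with 750 nM protein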
* = called active by the depositor; nt = not tested or not shown.

SMILES | HTRA1 inh | MBD2 inh | rCAG binder | mABHD4 FP | PG9 Ab binder | PRMT1 inh | UHRF1 binding | TCR CD3 inh | LEDGF integ inh | NR1D1 modulator
CCN1CCN(S(=O)(=O)c2cccc3nsnc23)CC1 | -3 | -2 | 1 | -3 | -3.6 | -2 | 0 | 6 | 0 | -2
O=C(c1cnn2c(C(F)F)cc(-c3ccccc3)nc12)N1CCSCC1 | 2 | -2 | -2 | 1 | -1.3 | -1 | -2 | -1 | -1 | -2
O=S(NC1CCCCC1)C12CC3CC(CC(C3)C1)C2 (stereo not given) | -2 | -4 | -1 | 5 | -1.6 | 100* | 7 | 3 | 0 | 1
O=C(CN1C(=O)C2C3C=CC(C3)C2C1=O)Nc1nc(SCc2ccc(Cl)cc2)n[nH]1 (stereo not given) | 5 | -6 | 4 | -14 | 1.2 | -3 | -1 | -7 | 4 | 6
COc1ccc(N2CCN(C(=O)c3ccc(NS(=O)(=O)c4ccc(F)cc4)cc3)CC2)cc1 | -1 | 7 | 8 | 1 | -0.2 | -2 | 1 | 5 | 3 | -1
Cc1cc(Nc2ccccc2)nc(-c2ccccc2O)n1 | -31 | 2 | 16 | -13 | -2.8 | 0 | -1 | -2 | -1 | -3
CC(C)N1CC2(c3ccccc3)CN(C(C)C)CC(c3ccccc3)(C1)C2=O | 2 | 0 | 1 | 1 | -1.2 | -2 | -1 | -4 | 2 | -7
c1cnc2c(OCc3cn4cccnc4n3)cccc2c1 | 4 | -3 | 3 | 1 | 1.3 | -2 | -2 | 10 | -2 | 0
O=C(CN1CCC(C(O)(c2ccccc2)c2ccccc2)CC1)Nc1cc(Cl)ccc1Cl | -74 | 0 | -1 | 4 | 0.4 | -1 | 4 | -1 | 0 | -4
Nc1nnc(N2CCc3ccccc32)s1 | 3 | -1 | 2 | -2 | -3.0 | 1 | -4 | 8 | 1 | -2
Cc1ccc(C)c(NC(=O)c2cccc(Oc3ccc([N+](=O)[O-])cc3Cl)c2)c1 | -32 | 5 | 1 | -21 | -1.6 | -2 | -2 | 5 | 1 | 0
CCCCn1c(N)c(N(CC)C(=O)c2ccco2)c(=O)[nH]c1=O | -6 | 11 | 0 | 6 | 0.2 | 1 | 19 | 3 | -1 | -1
Cc1ccccc1N1CCN(c2ccccc2NC(=O)/C=C\C(=O)O)CC1 | 7 | -5 | 14 | 1 | -0.9 | -2 | 2 | 1 | 4 | 2
COc1ccc(OC)c(CN2CCCC(CO)C2)c1 (stereo not given) | 2 | 2 | 1 | -7 | 0.1 | 4 | 0 | -3 | -2 | -3
Nc1nc(NCC(=O)O)nc(NCc2ccccc2)c1[N+](=O)[O-] | 0 | -1 | 4 | -2 | -1.0 | 2 | 4 | 4 | -1 | -5
CCCn1c2ccc(C)cc2c2n[nH]c(=S)nc21 | -7 | -7 | 4 | 2 | -1.0 | 4 | -7 | 11 | 3 | 1
CCOC(=O)C1CCN(C(=O)CNS(=O)(=O)c2ccc(Br)s2)CC1 | 1 | -6 | -2 | 3 | -4.5 | -3 | -2 | -2 | 7 | -3
Cc1ncc(CN2CCC(C(=O)Nc3cccc(-c4cscn4)c3)CC2)cn1 | 4 | -4 | -2 | -12 | -2.6 | -5 | 0 | -1 | 8 | 4
CSCC(C)N1CCC(N2CCC(C(=O)NCc3ccccn3)CC2)CC1 (stereo not given) | 5 | 3 | -7 | 1 | 1.4 | 1 | -2 | 1 | -2 | 2
CC(=O)Nc1ccc(C(=O)/C=C/c2ccc[nH]2)cc1 | -3 | -5 | 1 | 0 | -7.2 | -2 | -8 | 1 | 0 | -4
Cn1c(/C(C#N)=C/C2CC=CCC2)nc2ccccc21 (stereo not given) | -4 | 1 | 1 | 1 | -1.8 | 2 | 1 | 0 | -2 | -2
CN1CCN(C(=O)CN(Cc2ccccc2)S(C)(=O)=O)CC1 | 0 | 2 | -1 | 0 | 0.0 | -2 | -3 | 8 | 0 | -1
COc1ccc(C(CCN(Cc2ccc(OC)c(OC)c2)C(=O)CCl)c2ccccc2)cc1 (stereo not given) | -20 | -6 | 2 | -18 | -2.5 | 2 | 2 | -6 | 3 | -2
O=C(Nc1ccc(S(=O)(=O)Nc2nccs2)cc1)c1c(F)c(F)c(F)c(F)c1F | 0 | -1 | 24 | -4 | -0.8 | -1 | -2 | 1 | 3 | -6
Cc1cc(C)c2c(N)c(C(=O)c3ccccc3)sc2n1 | nt | -5 | 6 | 1 | 0.1 | -1 | -2 | 7 | 2 | -2
Continued:
SMILES | HTRA1 inh | MBD2 inh | rCAG binder | mABHD4 FP | PG9 Ab binder | PRMT1 inh | UHRF1 binding | TCR CD3 inh | LEDGF integ inh | NR1D1 modulator
CCCCn1c(SCc2nc(N)nc(N3CCCCC3)n2)nc2c1c(=O)n(C)c(=O)n2C | -1 | 10 | -2 | -11 | -0.9 | 2 | 6 | -4 | 1 | 4
Cc1c(Cl)c([N+](=O)[O-])nn1CC(=O)NC12CC3CC(CC(C3)C1)C2 | -5 | -2 | 9 | 0 | -0.7 | 0 | 6 | -9 | -1 | 3
COCCCNC(=O)/C=C/c1ccc(Cl)cc1 | 0 | -6 | 0 | 1 | -0.9 | -1 | 3 | 2 | 0 | -2
CCC(=O)Nc1cc(Cl)ccc1C(=O)O | -1 | 5 | -1 | 0 | -0.8 | -3 | -1 | 5 | 0 | 4
Cc1nn(Cc2ccccc2)c(Cl)c1C(=O)OCc1nnc(-c2ccccc2)o1 | -8 | -6 | -1 | -18 | -0.2 | -1 | -3 | 0 | -3 | 2
O=S1(=O)CC2c3ccccc3CN2CN1Cc1ccccc1 (stereo not given) | nt | 5 | 5 | -1 | nt | -2 | -5 | nt | -1 | 2
O=C(Nc1nc2ncccn2c1-c1ccccc1)c1ccccc1 | nt | -3 | 0 | 6 | nt | 1 | 2 | nt | 7 | 2
CCc1nc2ccc(C(=O)N3CCN(CC)CC3)cc2nc1CC | 1 | -1 | -4 | -1 | 0.1 | -2 | 4 | -6 | 3 | -3
O=C(Nc1ccc(N2CCCCC2)cc1)c1ccc(F)cc1 | -9 | -3 | 1 | 1 | -2.7 | -2 | 0 | 0 | -2 | 1
O=S(=O)(N1CCCCC1)n1nnc2cc3ccccc3cc21 | nt | -4 | 3 | 4 | 2.2 | 3 | -2 | -4 | -7 | -3
COc1ccccc1N/C=C(\C#N)c1nc2ccccc2[nH]1 | 4 | 3 | 12 | 14 | -1.8 | 3 | -3 | -3 | 0 | -5
NC(=O)CC(NC(=O)c1ccccc1)c1ccc(NC2CCCCC2)c([N+](=O)[O-])c1 (stereo not given) | -4 | -7 | 7 | -2 | -0.5 | -1 | -5 | -3 | 1 | 4
CCOC(=O)C1=C(Nc2ccccc2)CSC1 | -3 | -4 | 3 | -3 | -0.3 | -2 | 0 | 6 | -3 | -1
Cc1ccc(S(=O)(=O)N2CCN(C(=O)CSc3ncn[nH]3)CC2)c(C)c1 | 2 | 0 | -4 | -3 | 0.1 | -5 | 0 | 6 | 2 | 3
O=C(NCc1ccco1)c1cc2ccc(O)cc2oc1=O | 2 | -2 | 13 | 5 | 0.9 | 3 | 8 | 9 | 30* | -5
COc1ccc(C(=O)c2cnc(C(C)C)n2C)cc1 | -2 | -6 | -3 | 4 | -1.2 | -1 | -2 | 2 | 1 | 5
CC(C)(C)NC(=O)C(c1ccncc1)N(Cc1ccco1)C(=O)c1ccc(-c2ccccc2)[nH]1 (stereo not given) | -4 | -1 | 1 | 0 | 0.8 | 3 | -3 | 0 | -2 | -5
COc1ccc(OC)c(-n2c(C)nc3cc(C(=O)O)ccc32)c1 | -1 | -3 | 2 | -7 | 2.1 | 2 | 5 | -5 | 3 | 0
Cc1cccc(S(=O)(=O)NCCc2cn3ccccc3n2)c1 | 2 | -4 | -1 | -1 | -0.3 | -2 | 2 | -3 | 2 | 0
COC(=O)c1cccc(NC(=O)c2cc3ccccc3o2)c1 | -22 | 6 | 5 | -24 | -3.0 | 2 | 6 | -2 | -5 | -2
Cc1ccc(NC(=O)c2cccc(OCc3c(C)noc3C)c2)cc1S(=O)(=O)Nc1ccccc1Cl | -99 | -2 | 25 | -81 | -3.3 | -1 | 2 | 2 | 4 | 0
COc1ccc(NC(=O)CN(C)C(=O)c2ccccc2CCc2ccccc2)cc1 | -18 | -4 | -3 | 1 | -1.2 | -3 | 3 | 8 | 1 | 5
CCOc1ccc(NC(=O)c2cc(S(=O)(=O)N3CCOCC3)cn2C)cc1 | 0 | 1 | 1 | -4 | -3.5 | -2 | 0 | -3 | 4 | 9
O=C(CN1CCN(S(=O)(=O)c2ccc(F)cc2)CC1)NC1CC1 | -8 | 1 | -4 | 2 | 1.2 | 2 | 4 | -2 | -1 | 6
O=C(CCC(=O)c1ccccc1)Nc1ccc(C(=O)O)cc1 | -3 | 4 | -2 | -8 | -1.1 | -2 | 0 | 0 | -2 | 3
Additional records
SMILES | HTRA1 inh | MBD2 inh | rCAG binder | mABHD4 FP | PG9 Ab binder | PRMT1 inh | UHRF1 binding | TCR CD3 inh | LEDGF integ inh | NR1D1 modulator
COc1cccc(NC(=O)CCC2CCN(C(=O)C3CC=CCC3)CC2)c1 (stereo not given) | 2 | 1 | -5 | -5 | -1.2 | 1 | 3 | -2 | 1 | 5
CN(C)c1ccc(-c2ccnc3c2CC(C)(C(=O)Nc2ccc(F)c(Cl)c2)O3)cc1 (stereo not given) | nt | 8 | 6 | 5 | 0.5 | 3 | 1 | -13 | 1 | -3
Cc1cc(C)c(NC(=O)CNC(=O)Cc2sc(C)nc2-c2ccc(F)cc2)c(C)c1 | -4 | -6 | 4 | 3 | -0.2 | 2 | -1 | 6 | -1 | 5
CC(=O)N/C(=C\c1ccccc1)C(=O)NCc1ccc2c(c1)OCO2 | 4 | -5 | -1 | 2 | -0.6 | -2 | -1 | 2 | 2 | 3
CC(C)c1ccc(N(CC(=O)NCc2cccnc2)S(=O)(=O)c2ccccc2)cc1 | 2 | 0 | 1 | 1 | 2.9 | -1 | 6 | -3 | -2 | -8
CC1CCCCC12NC(=O)N(CC(=O)NCc1ccc3c(c1)OCO3)C2=O (stereo not given) | 4 | -1 | -3 | 4 | -1.7 | -10 | -3 | 4 | 4 | 8

Compound activity: PubChem BioAssay, several laboratories

The list is partial, so the mix of outcomes need not match the whole.
